Bioassay records (PubChem)
Kir21 block = inhibitors of mouse Kir2.1 inward-rectifier potassium channel | AID 1672, 2009 | B-score at 10 µM | HEK293-Kir2.1, FluxOR thallium flux fluorescence; stronger effect = lower value | 310,000 compounds, 0.85% hits;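 active = fluorescence ratio B-score at or below minus 3 SD of library scores, with starting-brightness B-score within 2 SD, cut at about -4.2 in these data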;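 also: channel flux triggered by added potassium and thallium sulfate stimulus; B-score of peak minus minimum fluorescence over baseline after thallium stimulus; more negative B-score means stronger Kir2.1 block with less thallium influx; some compounds called inactive have numbers as strong as hits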
Target sequence (P35561 whole entry, looked up): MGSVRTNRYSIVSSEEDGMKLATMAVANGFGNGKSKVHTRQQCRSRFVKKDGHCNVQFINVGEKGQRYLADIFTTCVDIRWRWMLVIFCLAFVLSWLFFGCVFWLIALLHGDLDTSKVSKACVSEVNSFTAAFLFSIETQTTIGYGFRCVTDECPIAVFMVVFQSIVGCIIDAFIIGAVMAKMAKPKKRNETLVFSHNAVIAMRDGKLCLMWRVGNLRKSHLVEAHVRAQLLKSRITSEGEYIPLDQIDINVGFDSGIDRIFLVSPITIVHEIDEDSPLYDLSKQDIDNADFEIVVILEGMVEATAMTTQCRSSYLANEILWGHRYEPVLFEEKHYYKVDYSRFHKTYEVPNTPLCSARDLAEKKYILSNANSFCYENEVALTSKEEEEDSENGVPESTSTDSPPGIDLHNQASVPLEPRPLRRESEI
KCNQ2 inh = KCNQ2 potassium channel inhibitors, primary screen, cell-based, CHO-K1, FluxOR thallium flux, B-score (AID 2156); Potassium voltage-gated channel subfamily KQT member 2 (Rattus norvegicus), O88943; 20 min; stronger effect = lower value; B-score at 10 µM; 310,000 compounds, 1.1% hits;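 active = fluorescence ratio B-score at most minus 3 library SDs, with starting brightness B-score within 2 library SDs, cut at about -5.5 in these data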
* = called active by the depositor; i = inactive.

SMILES	Kir21 block	KCNQ2 inh
CN1CCN(CC(=O)Nc2cc(S(=O)(=O)N3CCOCC3)ccc2Cl)CC1	2.9	i
CC1OC(OC2C(OC3C(O[C@H]4CC[C@]5(C)C6C=C[C@]78OC[C@@]9(CC[C@@H](C)[C@H](C)C97)[C@H](O)C[C@@]8(C)[C@]6(C)CC[C@H]5C4(C)C)OC(C)C(O)C3O)OC(CO)C(O)C2O)C(O)C(O)C1O (stereo not given in full)	-11	i
C/C(=C\C=C\c1ccccc1)C(=O)c1c(C)cc(C)[nH]c1=O	-1.6	i
CCn1c(Cc2ccccc2)nnc1SCC(=O)Nc1ccc2c(c1)OCCO2	-0.79	i
CC(=O)c1cnc2c(C(=O)O)cnn2c1C	-0.45	i
COc1ccc(C=O)cc1OC(=O)N1CCOCC1	2.5	i
CCCC[C@@H]1CN=C(N)N1CCc1cc(C(F)(F)F)cc(C(F)(F)F)c1	-1.4	i
CC(C)(C)N1CC2([N+](=O)[O-])CN(C(C)(C)C)CC([N+](=O)[O-])(C1)C2	-0.08	i
CCN(CC)S(=O)(=O)c1ccc(N2CCOCC2)c(NS(=O)(=O)c2cc(C(C)(C)C)ccc2C)c1	1.6	i
Cc1cc(-c2cc(C(=O)NC3CCCC3)on2)nc(NCC2CC2)n1	1.5	i
CCn1cc(C2=NCCO2)c2ccccc21	-0.66	i
COc1ccc(C(C(=O)Nc2ccc(C(C)C)cc2)N(C)C(=O)CNC(C)=O)cc1 (stereo not given)	-1.4	i
N=c1n(Cc2ccc(Cl)cc2)c2ccccc2n1CC(O)COc1ccccc1 (stereo not given)	-9.6*	i
CN(Cc1ccccc1)c1ccc([N+](=O)[O-])cc1C(=O)O	-1.5	i
CN(C)CCNC(=O)c1scc2c1CCCC2	-1.2	i
COC(=O)c1cc(Cl)nc2ccccc12	-1.8	i
Cc1nc2c(-c3ccccc3)c(C)nn2c(SCC(N)=O)c1Cc1ccccc1	1.1	i
Cc1cc(C)cc(OCCNC(=O)c2ccc(Br)cc2)c1	0.83	i
CCOc1ccc(CN2CCC(C(=O)Nc3cccc(-c4ccn[nH]4)c3)CC2)cc1Cl	-3.3	i
CCOP(=O)(c1ccc(N(C)C)cc1)C(O)c1c(Cl)cccc1Cl (stereo not given)	0.4	i
CCOc1ccc(N(CC(=O)N/N=C/c2ccccn2)S(=O)(=O)c2ccc(Cl)cc2)cc1	-1.4	i
Cc1ccc(NC(=O)CSC(C)C(=O)NCCc2ccccn2)cc1 (stereo not given)	1.4	i
Cc1cc(C(=O)NC2CCCc3c2cnn3-c2ccccc2F)nc(C)n1 (stereo not given)	-1.3	i
O=C(CN1CCCCC1)N1c2ccccc2Oc2ccccc21	-0.75	i
O=C(O)c1ccc2[nH]c3c(c2c1)CSCC3	1.1	i
Cc1c(OC(C)C(=O)NCCCN2CCOCC2)ccc2c3c(c(=O)oc12)CCCC3 (stereo not given)	0.42	i
COc1ccc(C2Nc3ccccc3NC3=C2C(=O)CC(C)(C)C3)cc1O (stereo not given)	0.03	i
CCOCCCNS(=O)(=O)c1ccc(NC(=O)c2ccc([N+](=O)[O-])cc2Cl)cc1	-0.33	i
CCN(CC)S(=O)(=O)c1cccc(C(=O)NCc2ccccc2)c1	3.5	i
CN1CCN(C(=O)C2=C[C@@H](C(C)(C)C)C[C@@H](OCc3ccc(CO)cc3)O2)CC1	-0.1	i
O=C(O)c1ccc(OCc2cn3ccccc3n2)cc1	-0.7	i
CCCC(=O)Nc1nc2ccc(S(=O)(=O)N3CCCCC3)cc2s1	0.32	i
O=C(NCc1ccccc1)N(Cc1cc2cc3c(cc2[nH]c1=O)OCCO3)CC1CCCO1 (stereo not given)	-2.1	i
CCOC(=O)N1CCN(C(=O)C(NC(=O)c2ccc(CC)cc2)C(C)C)CC1 (stereo not given)	1.4	i
CC(=O)c1cc2c(O)c(O)ccc2o1	-2	i
COc1c2ccoc2c(OCC=C(C)C)c2oc(=O)ccc12	-0.49	i
Cc1ccc(-c2nnc(N(C)C(=O)c3ccncc3)s2)cn1	-0.03	i
COc1ccc(Cl)cc1C(=O)Nc1cccc(-c2ccc3nncn3n2)c1	0.06	i
O=C(Nc1ccc(S(=O)(=O)Nc2ccccc2F)cc1)N1CCCCC1	1.2	i
Cc1cc(NC(=O)CSc2nnc(C3CC3)n2N)c([N+](=O)[O-])cc1C	-0.35	i
COc1ccc(Cl)cc1N(CC(=O)N1CCN(Cc2ccccc2)CC1)S(C)(=O)=O	1.2	i
CC1CCN(CCOCCOc2ccc(Br)cc2Cl)CC1	-7.6*	i
COc1cc(OC)c(OC)cc1/C=C/c1cc(C(=O)O)c2ccccc2n1	-0.23	i
Cc1cccc(NC(=O)c2cc(S(=O)(=O)NCc3ccco3)ccc2F)c1C	1.2	i
CCc1ccc(C(CNc2nc(C(F)(F)F)nc3ccccc23)N(C)C)cc1 (stereo not given)	-0.62	i
Cc1cccc(Nc2ncnc3onc(-c4ccc(F)cc4)c23)c1C	-0.99	i
CN1C/C(=C\c2ccc(N3CCOCC3)cc2)C(=O)/C(=C/c2ccc(N3CCOCC3)cc2)C1	-0.32	i
CC1CCCCC1N=CC1=C(O)CC(C)(C)CC1=O (stereo not given)	2.2	i
CC1CC(CC(=O)NNc2nc(-c3ccccc3)cs2)C(=O)O1 (stereo not given)	0.03	i
C=CCn1cnc2c(nnn2-c2cc(C)cc(C)c2)c1=O	-1.4	i

Later entries:
SMILES	Kir21 block	KCNQ2 inh
COc1ccc(CC(NC(C)=O)C(=O)NC2CCN(C(=O)Nc3ccc(C#N)cc3)CC2)cc1OC (stereo not given)	-0.8	i
COC(=O)c1ccc2c(c1)NC(=O)C(N1CCOCC1)S2 (stereo not given)	0.98	i
Nc1nnc(SCc2ccc([N+](=O)[O-])cc2)s1	-2.4	i
CCOC(=O)Nc1cc(C(=O)OC)ccc1C	-0.39	i
FC(F)(F)c1cc(-c2cccs2)n[nH]1	0.61	i
COC(CNC(=O)c1cc(-c2ccncc2)nc2ccc(S(=O)(=O)N3CCOCC3)cc12)OC	-0.7	i
O=C1OCc2ccc(NC(=O)c3c(F)cccc3Cl)cc21	0.25	i
O=c1c2ccccc2nc(-c2ccccc2)n1/N=C/c1ccc([N+](=O)[O-])cc1	-0.79	-7.6*
Cc1nnc(NC(=O)CSc2ccc([N+](=O)[O-])cn2)s1	0.21	i
O=S1(=O)C=CC(N2CCOCC2)C1 (stereo not given)	0.89	i
Cn1cccc1CNCC(O)c1ccccc1 (stereo not given)	-0.01	i
O=C(CN1CCN(C2CCCCC2)CC1)Nc1cccc2ccccc12	-1.4	i
O=C(COc1ccc([N+](=O)[O-])cc1)Nc1ccc2c(c1)OCO2	-0.04	i
Cc1sc2ncnc(N3CCC(C(=O)NNC(=O)COc4ccccc4Cl)CC3)c2c1C	1.5	i
O=S(=O)([O-])CCC[n+]1c(/C=C\Nc2ccccc2)oc2ccc(-c3ccccc3)cc21	-1.8	i
CC(NC(=O)c1ccncc1)c1ccccc1 (stereo not given)	-0.25	i
Cc1cccc(N(CC(=O)NC(C)(C)C)C(=O)CCC(=O)Nc2nccs2)c1	1.1	i
CCN(CC)CCN1C(=O)C(O)=C(C(=O)c2ccc(C)o2)C1c1ccccn1 (stereo not given)	0.34	i
O=C(NCCC1CCCCN1S(=O)(=O)c1ccc(Cl)cc1)C(=O)NCc1cccnc1 (stereo not given)	0.62	i
CC(=O)Nc1cccc(/C(C)=N/NS(=O)(=O)c2ccc(C)cc2)c1	0.32	i
Cc1ccc(NC(=O)CNC(=O)Cc2cccc3ccccc23)c(O)c1	1.7	i
CC1(c2ccccc2)NC(=S)N2C1NC(=S)N2c1ccccc1 (stereo not given)	-2.7	i
O=C(CSc1nnc(-c2ccc(F)cc2)c2ccccc12)Nc1c(F)cccc1F	0.64	i
Cc1ccc2cc(CCNC(=O)CCCc3ccccc3)c(=O)[nH]c2c1	-0.86	i
O=C(NC1CCCCC1)N1CCN(c2nc(-c3ccccc3)cs2)CC1	0.03	i
CCc1nnc(NC(=O)C23CC4CC(CC(C4)C2)C3)s1	-0.28	i
CC(C)c1nnc(NC(=O)CCC(=O)NCCc2ccccc2)s1	0.1	i
C=CCn1c(SCc2nc3sc(C(=O)O)c(C)c3c(=O)[nH]2)nnc1-c1ccccc1	1.7	i
OCCN(CC#CCn1c2ccccc2c2ccccc21)CCO	-2.6	i
COc1cc(C2CC(=O)Nc3n[nH]c(-c4ccccc4)c32)cc(OC)c1OC (stereo not given)	2.2	i
Cc1ccc(CNC(=O)C2CCC(CNc3c(N4CCC(C)CC4)c(=O)c3=O)CC2)cc1 (stereo not given)	0.1	i
Clc1ccc(OCCn2cnc(Cl)c2Cl)cc1	-0.81	i
CCc1nccn1CCC(=O)N1CCCC(Nc2ccc(C(C)C)cc2)C1 (stereo not given)	0.13	i
CC(=O)CNc1ccc(S(=O)(=O)N/N=C/c2ccccc2)cc1	-0.14	i
CC(C)C[C@@H](CSc1ccccc1)N1CCN(C)CCC1=O	0.51	i
CCCCNC(=O)C1CCCN(S(=O)(=O)c2ccc(-n3cnnn3)cc2)C1 (stereo not given)	0.04	i
Cc1cc(NC(=O)c2noc3c2CCCC3)nn1Cc1ccc(Cl)cc1	0.31	i
Cc1cccc(N2CCN(c3ccc(C(N)=O)cc3[N+](=O)[O-])CC2)c1C	1.5	i
O=c1cc(CSc2ccc(Cl)cc2)[nH]c2[nH]n(-c3ccccc3)c(=O)c12	-0.64	i
O=C(N/N=C1\CCCCc2ccccc21)c1ccccn1	-0.7	i
COc1cccc(/C=C2\N=C3CCCCCN3C2=O)c1	2.5	i
CN(C(=O)c1ccncc1)c1nnc(-c2ccncc2)s1	2.3	i
CCN(CC)c1ccc(NC(=O)CN2C(=O)CSc3ncccc32)c(C)c1	-0.51	i
COc1ccc(CCNC(=O)C2CC(c3ccccc3[N+](=O)[O-])=NO2)cc1 (stereo not given)	0.05	i
CCn1c(-c2cc(Cl)ccc2OC)n[nH]c1=S	0.17	i
O=C(COc1ccc(Br)cc1)NCCCNC(=O)c1cnccn1	0.68	i
N#CC1=C(N)N(c2ccc(Cl)c(Cl)c2)C(=O)C1	1.1	i
CCC(=O)Nc1ccc(C(=O)CSc2nc3ccccc3[nH]2)cc1	-0.01	i
CC(NS(=O)(=O)c1ccccc1)C(=O)Nc1ccc(S(N)(=O)=O)cc1 (stereo not given)	0.12	i
CCOC(=O)C1(CCCc2ccccc2)CCN(CCCn2cccn2)CC1	-0.18	i

Remaining list, next part
SMILES	Kir21 block	KCNQ2 inh
Cc1ccc(CCNC(=O)CN(C)S(=O)(=O)c2ccc3c(c2)n(C)c(=O)c(=O)n3C)cc1	-0.87	i
COc1ccccc1N1CCN(C(=O)CCn2c(=O)[nH]c3ccccc3c2=O)CC1	-0.46	i
CN(C)c1ccc(C(=O)OCC(=O)c2cccs2)cc1	-3.7	i
COc1ccc(OC)c(NC(=O)NC2(C(F)(F)F)Oc3ccccc3O2)c1	2.5	i
CCN(Cc1ccc(OC)c(F)c1)C(=O)C1CCCO1 (stereo not given)	1.2	i
Cc1ccc(NC(=S)Nc2ccc(S(=O)(=O)Nc3ncccn3)cc2)cc1Cl	0.41	i
O=C(OCC(=O)N1CCC(Cc2ccccc2)CC1)c1ccccc1NCCO	0.79	i
COc1ccc(S(=O)(=O)N2CCN(S(=O)(=O)c3ccc4c(c3)OCCO4)CC2)cc1	-1.3	i
N#Cc1c(NC(=O)c2cccc(S(=O)(=O)Nc3ccc(C(=O)O)cc3)c2)sc2c1CCCC2	0.17	i
Cc1ccc(S(=O)(=O)N(C)C)cc1NC(=O)C(C)OC(=O)c1ccc2c(c1)OCCO2 (stereo not given)	-0.68	i
O=C(NCCSCc1ccco1)Nc1ccccc1	-1.4	i
COC(=O)c1sc(S(=O)(=O)N2CCN(c3ccccc3)CC2)c(C(=O)OC)c1C	1.2	i
CC(=O)Nc1ccc(C(=O)N2CCCC2)cc1	-0.45	i
Cn1c(Cl)cnc1C(O)c1ccccc1 (stereo not given)	-1.4	i
Cc1ccccc1Nc1ncnc2c1cnn2Cc1ccccc1	-0.15	i
CCCCCC1CC(CC/C(C)=N/NC(N)=O)C(=O)O1 (stereo not given)	0.14	i
Cc1nnc(SCC(=O)Nc2ncc(Cc3ccc(F)cc3)s2)n1N	2.6	i

Structures listed so far that contain an NH in an aromatic ring:
SMILES	Kir21 block	KCNQ2 inh
C/C(=C\C=C\c1ccccc1)C(=O)c1c(C)cc(C)[nH]c1=O	-1.6	i
CCOc1ccc(CN2CCC(C(=O)Nc3cccc(-c4ccn[nH]4)c3)CC2)cc1Cl	-3.3	i
O=C(O)c1ccc2[nH]c3c(c2c1)CSCC3	1.1	i
O=C(NCc1ccccc1)N(Cc1cc2cc3c(cc2[nH]c1=O)OCCO3)CC1CCCO1 (stereo not given)	-2.1	i
FC(F)(F)c1cc(-c2cccs2)n[nH]1	0.61	i
Cc1ccc2cc(CCNC(=O)CCCc3ccccc3)c(=O)[nH]c2c1	-0.86	i
C=CCn1c(SCc2nc3sc(C(=O)O)c(C)c3c(=O)[nH]2)nnc1-c1ccccc1	1.7	i
COc1cc(C2CC(=O)Nc3n[nH]c(-c4ccccc4)c32)cc(OC)c1OC (stereo not given)	2.2	i
O=c1cc(CSc2ccc(Cl)cc2)[nH]c2[nH]n(-c3ccccc3)c(=O)c12	-0.64	i
CCn1c(-c2cc(Cl)ccc2OC)n[nH]c1=S	0.17	i
CCC(=O)Nc1ccc(C(=O)CSc2nc3ccccc3[nH]2)cc1	-0.01	i
COc1ccccc1N1CCN(C(=O)CCn2c(=O)[nH]c3ccccc3c2=O)CC1	-0.46	i

Outcome played no part in choosing rows; 1.9% or so of the library scored in one or more.
